# High-throughput results from PubChem.
# Apaf1 inhib: inhibitors of human Apaf-1 apoptosome | O14727 | reconstituted apoptosome caspase-3 activity, DEVD-Rh110 fluorescence | inhibition, % at 20 µM | 0.71% of 330,000 active | AID 489030; active means inhibition of at least 40% at 20 µM;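 further: plate controls were DMSO wells for no effect and DEVD-CHO caspase inhibitor wells for full effect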
#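 Material: cell-free apoptosome with Apaf-1, procaspase-3 and caspase-9; Buffer or medium: Hepes pH 7.5 with detergent and BSA; Reagent: cytochrome c trigger plus (Z-DEVD)2-Rh110 caspase-3 substrate; Times: compound with Apaf-1, dATP, procaspase-3 30 min, then 50 min reaction, room temperature; Technique: Rh110 fluorescence intensity.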
# SENP1 FRET inh: inhibitors of human SENP1 SUMO protease catalytic domain | Q9P0U3 | 0.21% of 360,000 active | inhibition, % at 10 µM | recombinant SENP1 catalytic domain, CyPet-SUMO1-YPet FRET cleavage;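 active means inhibition at least 30% at 10 µM, raw YFP signal under a set limit, fluorescence ratio 0.5 to 1.5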;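 further: 0% = enzyme with DMSO and 100% = no enzyme wells; some results filed as inactive read as strong as hits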
# Target sequence (Q9P0U3 419-644 limits assumed): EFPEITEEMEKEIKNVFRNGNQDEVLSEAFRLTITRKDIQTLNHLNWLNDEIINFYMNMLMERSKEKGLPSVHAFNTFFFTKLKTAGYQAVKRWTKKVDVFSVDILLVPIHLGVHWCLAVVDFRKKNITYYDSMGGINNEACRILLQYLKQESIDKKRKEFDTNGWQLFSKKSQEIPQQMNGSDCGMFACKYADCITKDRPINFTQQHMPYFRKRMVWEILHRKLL
#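 System: Recombinant human SENP1 catalytic domain, His6-tagged | Incubation: Enzyme reaction for 50 min at room temperature, dark | Medium: Tris pH 8 with BME, BSA, NP40 and catalase | Also added: 25 nM SUMO1 FRET substrate | Compound: 10 µM single point, 0.5% DMSO | Measured by: FRET fluorescence in CFP and YFP emission channels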
# HKDC1 inh: inhibitors of human hexokinase HKDC1; recombinant HKDC1, G6PDH/diaphorase resazurin coupled fluorescence; inhibition, % at 20 µM; 0.16% of 340,000 active; AID 493160;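 active means inhibition above about 35% when tested at 20 µM, limit read from the data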;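 further: plate controls were DMSO wells with enzyme for no effect and DMSO wells lacking enzyme for full effect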
#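 Test system: recombinant HKDC1 (HK5) hexokinase enzyme, produced in-house; Amount: enzyme 5 µg/mL final; Buffer or medium: Tris pH 8.0 buffer with MgCl2, Tween-20, BSA, BME; Reagent: glucose and ATP substrates; Doses: 20 µM test compound, 1% DMSO; Incubation: 90 min reaction incubation at room temperature, dark; Detection: resorufin fluorescence at 613 nm.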
# SENP8 block-1: blocks human SENP8 cleavage of Nedd8 substrate. recombinant SENP8, Nedd8 substrate fluorescence. 0.64% of 360,000 active. AID 602440. Q96LD8. inhibition, % at 20 µM; in the data active means inhibition mostly above about 40%, no sharp cut-off; inactive means mostly below about 27%
# PfGluPho inh: PfG6PD (Plasmodium falciparum) enzyme inhibition. PfGluPho enzyme, NADPH resazurin-diaphorase fluorescence. inhibition, % at 20 µM. 0.78% of 350,000 active. AID 504690;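 active means inhibition reaching at least a set limit at 20 µM in the primary screen, cut at about 59% in these data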;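 further: 0% = DMSO wells with substrate and 100% = DMSO wells lacking glucose-6-phosphate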
# SENP8 block-2: blocks the human protease SENP8 | inhibition, % at 10 µM | AID 2540 | purified SENP8, Z-RLRGG-aminoluciferin cleavage, luminescence | Q96LD8 | 1.2% of 330,000 active; in the data active means inhibition above about 50%
# SENP6 block: blocks the human protease SENP6; Recombinant SENP6 catalytic domain, aminoluciferin luminescence; 1.8% of 330,000 active; inhibition, % at 10 µM;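 active means inhibition above about 50% at the single tested dose, limit read from the data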;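 further: plate controls were DMSO wells with enzyme for no effect and DMSO wells lacking enzyme for full effect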
# Target sequence (Q9GZR1 628-1112 limits assumed): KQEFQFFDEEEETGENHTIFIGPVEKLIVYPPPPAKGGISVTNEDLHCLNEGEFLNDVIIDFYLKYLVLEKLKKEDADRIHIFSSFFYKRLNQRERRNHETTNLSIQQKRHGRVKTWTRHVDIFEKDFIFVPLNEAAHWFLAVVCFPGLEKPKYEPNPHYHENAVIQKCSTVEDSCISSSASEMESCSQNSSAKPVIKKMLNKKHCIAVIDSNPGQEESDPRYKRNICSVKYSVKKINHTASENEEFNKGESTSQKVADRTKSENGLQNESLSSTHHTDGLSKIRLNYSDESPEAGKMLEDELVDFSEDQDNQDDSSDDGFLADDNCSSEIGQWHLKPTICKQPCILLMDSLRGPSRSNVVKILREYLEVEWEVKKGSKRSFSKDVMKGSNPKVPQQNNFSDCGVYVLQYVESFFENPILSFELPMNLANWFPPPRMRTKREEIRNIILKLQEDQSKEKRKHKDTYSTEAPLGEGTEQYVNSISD
# SENP7 inh: inhibitors of human SENP7 protease; Q9BQF6; recombinant SENP7, Z-RLRGG-aminoluciferin luminescence, 40 min; inhibition, % at 5 µM; 1.5% of 330,000 active; AID 434973;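 active means inhibition above about 50% at the single test dose, limit read from the data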;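 further: plate controls were DMSO with enzyme for no effect and no enzyme buffer wells for full effect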
# Target sequence (Q9BQF6 706-1050 limits assumed): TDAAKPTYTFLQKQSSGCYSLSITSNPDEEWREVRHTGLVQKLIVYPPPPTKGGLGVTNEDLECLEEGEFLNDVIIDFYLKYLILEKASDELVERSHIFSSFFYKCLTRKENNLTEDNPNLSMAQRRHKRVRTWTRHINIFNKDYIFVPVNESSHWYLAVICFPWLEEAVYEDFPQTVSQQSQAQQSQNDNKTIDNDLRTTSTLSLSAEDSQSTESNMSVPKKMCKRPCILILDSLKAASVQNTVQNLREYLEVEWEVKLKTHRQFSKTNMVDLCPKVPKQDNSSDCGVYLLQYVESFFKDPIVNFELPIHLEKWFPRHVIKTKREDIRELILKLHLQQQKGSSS
# Starred values were filed as active, the others as inactive; · = no result given.
smiles,Apaf1 inhib,SENP1 FRET inh,HKDC1 inh,SENP8 block-1,PfGluPho inh,SENP8 block-2,SENP6 block,SENP7 inh
O=C1C=C(NCc2ccc(Cl)cc2)CCC1,-1,-6,-8,13,-3,3,6,11
CC(C)c1ccc(S(=O)(=O)N2CCC(C(=O)NCC3(N(C)C)CCCCC3)CC2)cc1,21,1,-3,6,11,-6,-2,-7
O=C(CN1CCC(O)(c2ccccc2F)CC1)NCCc1c[nH]c2ccccc12,-6,-1,0,10,-15,-5,-4,12
O=C(Nc1cccc2oc(=O)ccc12)c1ccc([N+](=O)[O-])cc1[N+](=O)[O-],-2,3,2,22,4,1,-4,6
CCOC(=O)c1cc(-c2ccc(F)cc2)n(CC(=O)NCc2cccnc2)c1C,-14,-1,-8,2,-1,6,4,2
CCOC(=O)N1CCN(C(=O)Nc2ccccc2Cl)CC1,-18,0,-5,5,-5,-12,-8,-8
CC1CC(C)CN(C(=O)/C=C/c2ccc([N+](=O)[O-])s2)C1 (configuration not stated),·,-2,9,24,25,·,·,·
Nc1nc(SCc2ccc3c(c2)OCCO3)n[nH]1,-5,0,-3,19,6,-6,-17,1
COCCCN1CC(=O)N2C(c3ccc(C)cc3)c3[nH]c4ccccc4c3C[C@H]2C1=O (some centres not stated),11,-13,-3,-5,-3,3,0,0
O=S(=O)(Cc1ccccc1)N1CCN(c2ncccn2)CC1,6,4,-1,-11,-1,-1,0,-1
COCCn1c(SCC(=O)N2CCCCC2)nc2ccccc2c1=O,1,0,5,8,-12,-4,0,-5
COc1cc(CNCCSc2nnnn2C)cc(Br)c1OCc1ccccc1,14,-1,-1,10,-16,-4,-22,-2

# Shown with each value named: part of the list above
CCOC(=O)N1CCN(C(=O)Nc2ccccc2Cl)CC1
  Apaf1 inhib: -18
  SENP1 FRET inh: 0
  HKDC1 inh: -5
  SENP8 block-1: 5
  PfGluPho inh: -5
  SENP8 block-2: -12
  SENP6 block: -8
  SENP7 inh: -8

O=C(Nc1cccc2oc(=O)ccc12)c1ccc([N+](=O)[O-])cc1[N+](=O)[O-]
  Apaf1 inhib: -2
  SENP1 FRET inh: 3
  HKDC1 inh: 2
  SENP8 block-1: 22
  PfGluPho inh: 4
  SENP8 block-2: 1
  SENP6 block: -4
  SENP7 inh: 6

# Next part
smiles,Apaf1 inhib,SENP1 FRET inh,HKDC1 inh,SENP8 block-1,PfGluPho inh,SENP8 block-2,SENP6 block,SENP7 inh
O=C(O)C1CCCCN1C(=O)c1ccc(S(=O)(=O)N2CCCC2)cc1 (configuration not stated),-6,2,-5,2,-5,-3,2,-6
OC1COCOC1C(O)C1OCOCC1O (configuration not stated),·,-1,-9,5,-9,·,·,·
CC1CN(c2nc3ccccc3nc2C(C#N)C(=O)OC2CCCCC2)CC(C)O1 (configuration not stated),5,-29,6,20,1,-1,-13,3
CCCn1c(C(CO)Nc2nc(-c3cccc(Br)c3)cs2)nc2ccccc21 (configuration not stated),28,0,1,1,43,-3,-7,0
CCOC(=O)c1ccc(S(=O)(=O)N2CCC(C(=O)NCC3CCCCC3)CC2)cc1,-2,0,1,4,-6,5,-3,-5
Clc1cc(Cl)c(OCc2nc(-c3ccccn3)no2)cc1Cl,9,1,4,6,-3,81*,61*,81*
O=C(c1ccc(S(=O)(=O)N2CCCCC2)cc1)N1CCCc2ccccc21,14,1,3,6,1,1,-18,-2
COc1ccc2c(C)cc(SCC(=O)NC3CCCCC3)nc2c1,5,2,-6,-14,-21,3,12,-2
Cc1nc2c(sc3nc4c(cc32)COC(C)(C)C4)c(=O)n1CC(=O)NCc1ccco1,·,-2,-8,-26,5,·,·,·
O=C(COc1ccccc1/C=C1\SC(=O)NC1=O)Nc1ccccc1,12,0,0,-22,-6,-4,-12,10
CC(C)(C)c1cc(C(=O)NN)n(Cc2ccc(Cl)cc2Cl)n1,15,1,2,25,16,-10,-40,-7
CCc1ccc(NS(=O)(=O)c2cc3c(cc2C)n(C)c(=O)c(=O)n3C)cc1,1,2,10,-14,-8,-5,-6,10
COc1cc2[nH]c(=O)n(CCC(=O)N3CCN(Cc4ccc5c(c4)OCO5)CC3)c(=O)c2cc1OC,-2,0,0,-61,-13,-5,-2,-11
O=C(Oc1cccc(C(=S)N2CCOCC2)c1)c1ccc([N+](=O)[O-])cc1,6,3,-4,5,11,-1,-26,4
Cc1cc(C)nc(/N=C(\N)Nc2ccc(C(C)C)cc2)n1,-3,-2,-1,25,-16,11,3,0
O=[N+]([O-])c1ccc(OCc2nnc(-c3ccccc3)o2)cc1,-3,1,-13,16,19,-2,-7,-5
Cc1cc(C)cc(NC(=O)CN(c2ccc(F)cc2)S(C)(=O)=O)c1,2,1,-6,6,4,-6,-12,1
O=C(NCCc1c[nH]c2ccccc12)c1ccc(F)cc1F,14,0,-1,5,7,0,-14,-5
CN1CCN(c2ccc(Cl)cc2NC(=O)c2ccc(S(=O)(=O)N3CCCCCC3)cc2)CC1,27,1,-2,9,17,0,-1,-10
COc1ccc(OC)c(Cc2cnc3nc(N)nc(N)c3c2C)c1,·,-1,0,-481,-5,·,·,·
COc1cc(NC(=O)CN(C)S(=O)(=O)c2ccc3c(c2)CC(C)N3C(C)=O)cc(OC)c1OC (configuration not stated),0,-1,-3,4,2,-11,7,-6
CCN(CC)CCCC(C)Nc1nccc2cccc(Cl)c12 (configuration not stated),·,2,-4,21,-7,·,·,·
O=C(NCCCc1ccccc1)c1ccc(Br)o1,-4,-2,2,15,-6,3,13,6
COc1ccc(N(CC(=O)NCCc2ccccc2)C(=O)CCC(=O)Nc2ccccn2)cc1,11,0,-5,15,6,4,-5,0
Cc1ccc(N(CC(=O)N/N=C/c2cccs2)S(C)(=O)=O)cc1,7,2,-5,17,12,7,9,9
CCOC(=O)Nc1ccc(Cc2ccncc2)cc1,3,0,-6,9,5,-3,-8,-20
C[C@H](CO)N1C[C@H](C)[C@@H](CN(C)C)Oc2c(NS(=O)(=O)c3ccc(F)cc3)cccc2C1=O,9,2,-8,14,-9,-1,-5,-6
COc1cc(Cl)c(C)cc1NC(=O)CCN1C(=O)NC(C)(C)C1=O,-1,3,-3,4,23,3,-6,10
O=C(CCCn1c(=S)[nH]c2cc3c(cc2c1=O)OCO3)NCCc1ccccc1Cl,15,2,-7,14,-3,-6,4,5
O=S(=O)(Nc1nccs1)c1ccc(NS(=O)(=O)c2cccs2)cc1,6,3,-2,18,-41,-6,-16,-10
Cc1ncsc1CCC(=O)N1CCCC(Nc2ccc(F)c(F)c2)C1 (configuration not stated),-7,2,-2,5,14,2,-10,-4
O=C(Cn1cnc2cc([N+](=O)[O-])ccc2c1=O)Nc1ccccc1-c1ccccc1,14,-46,-1,-55,8,2,-4,3
COc1ccc(NC(=O)CSc2nnc(C)n2C2CC2)cc1S(=O)(=O)N1CCOCC1,13,-2,4,8,-3,-10,-25,0
CCC(C)[C@H](NC(=O)OC(C)(C)C)C(=O)N/N=C/c1cccc2nccnc12 (some centres not stated),-7,0,-16,-38,-11,-3,1,2
Oc1cccc(/C=C/c2ccc3cccc(O)c3n2)c1,17,0,11,-44,35,94*,94*,96*
Cc1ccccc1S(=O)(=O)Cc1ccc(C(=O)NC2CCCCC2)o1,2,-1,1,10,-6,0,5,-5
OCCn1c(SC2CCCCC2)nc2ccccc21,7,-1,-3,9,21,-3,-5,4
COc1ccc(-c2[nH]c(-c3cccc(OC)c3)nc2SCC(=O)NC2CCCC2)cc1,13,-1,-2,-444,22,-4,0,4
CC(=O)c1ccc(N2C(=O)C3C4C=CC(CC4)C3C2=O)cc1 (configuration not stated),-1,-1,-6,17,-7,4,-19,6
CCN1CCn2c3c(c4cc(Cl)ccc42)CCCC31 (configuration not stated),8,-24,-5,-278,11,-13,-6,9
CCOc1cc(-c2sc(Nc3ccc(CC)cc3)n[n+]2-c2ccccc2)ccc1OC,28,-20,1,21,28,0,-8,-7
CCOC(=O)CCCC(=O)N1CCOCCOCCN(C(=O)CCCC(=O)OCC)CCOCCOCC1,4,3,-10,8,-7,0,-4,4
Cc1ccccc1C(=O)NCC(=O)Nc1ccc(C)c(S(=O)(=O)N2CCCCCC2)c1,14,-1,-2,7,-13,7,1,-1
COc1ccc(N2CCN(C(=O)CCNC(=O)c3ccccc3)CC2)cc1,1,1,-6,9,-17,0,-15,3
COc1cc(CCCN2C(N)=NC[C@H]2Cc2ccc(O)cc2)cc(OC)c1OC,-4,-8,-4,10,5,-10,-22,5
COc1cccc(NC(=O)CN2CCN(S(=O)(=O)c3ccc(F)cc3)CC2)c1,1,3,-8,7,-10,-1,-22,6
Cc1cc(C(=O)NCc2ccc(F)cc2)n(-c2ccccc2)n1,1,4,-7,10,8,-12,1,-7
CN(c1ccccc1)S(=O)(=O)c1ccc(C(=O)Nc2nnc(-c3ccc(F)cc3)o2)cc1,8,·,2,·,-22,-5,-6,-9
Cc1nn(-c2ccccc2)c(Cl)c1C(=O)Nc1nnc(C2CCCC2)s1,27,0,3,35,-10,20,24,0
COC(=O)c1sccc1NC(=S)Nc1ccc(F)cc1,-8,-2,1,5,5,0,-10,0
O=C(O)c1cc(O)ccc1NC(=O)c1cccc2ccccc12,9,-7,1,13,-8,-7,8,-3
CCOC(=O)c1c(NC(=O)CC)sc2c1CCN(Cc1ccccc1)C2,28,-115,4,-71,11,-12,-16,-25
COc1ccc(NC(=O)/C(Cl)=C(/Cl)S(=O)(=O)Cc2ccc(C)cc2)cn1,·,-2,17,24,16,·,·,·
COc1nnc(-c2ccccc2)s1,-8,2,-12,7,-11,-5,-4,3
CCCCCc1ccc(-c2cn(Cc3ccc(C(=O)c4ccccc4)cc3)nn2)cc1,15,1,-6,20,-7,0,8,8
OCC1OC(n2ccc3c(SCc4ccccc4)ncnc32)C(O)C1O (configuration not stated),·,1,-2,11,30,·,·,·
CC1(C)CC(=O)C(N=Nc2ccc(Cl)cc2)=C(O)C1,2,-2,2,24,-16,-10,-5,-3
COc1ccccc1N1CCN(CCCCN2C(=O)c3ccccc3C2=O)CC1,0,-1,-9,4,4,-6,-2,2
Cc1cc(C)n2nc(SCC(=O)NC(=O)c3ccccc3)nc2n1,-3,-17,3,-8,35,3,14,4
C[C@@H]1C2CC(C/C2=N\NC(=O)c2ccncc2)C1(C)C (some centres not stated),2,2,-9,16,8,-9,3,-4

# Marked active in SENP7 inh, of those listed so far:
compound,SENP1 FRET inh,HKDC1 inh,PfGluPho inh,SENP6 block,SENP7 inh
Clc1cc(Cl)c(OCc2nc(-c3ccccn3)no2)cc1Cl,1,4,-3,61*,81*
Oc1cccc(/C=C/c2ccc3cccc(O)c3n2)c1,0,11,35,94*,96*

# New compounds follow.
smiles,Apaf1 inhib,SENP1 FRET inh,HKDC1 inh,SENP8 block-1,PfGluPho inh,SENP8 block-2,SENP6 block,SENP7 inh
O=C(NC1CCCc2c1cnn2-c1ccc(F)cc1F)c1csnn1 (configuration not stated),13,-3,9,-7,-6,-2,10,7
O=C(CN1CCSC1=NCc1ccccc1)c1ccc(Cl)cc1,-1,3,-5,12,7,0,1,-1
NC(=O)c1cc(S(=O)(=O)NCc2ccccc2)cs1,-3,3,4,7,18,-8,-10,-15
O=C(Nc1cccc(C(F)(F)F)c1)c1csc(-c2ccncc2)n1,13,0,-2,5,54,-15,-4,-6
Oc1oc(-c2ccco2)nc1C=Nc1cccc(Cl)c1,4,-19,4,-5,-2,-14,-6,-4
